From PubChem
Vif-A3G inh = Vif-A3G binding inhibition | Q9HC16 | AID 602310 | HeLa A3G-eYFP + Vif (tagged APOBEC3G with the HIV-1 protein that degrades it), YFP fluorescence, overnight | actives 0.076% (n = 410,000) | Potency, µM (highest dose often 46.1 µM), for the others: at the top dose activity, negative = active, actives largely listed as inhibitors;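 further: potency means the concentration at half of the fitted maximal effect; on the % scale 0 is the no-effect control and ±100 the full control effect; nearly all actives have a fitted effect of over 60% in size; hits raise eYFP signal because A3G escapes Vif-driven loss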
Target sequence (Q9HC16 whole entry, looked up): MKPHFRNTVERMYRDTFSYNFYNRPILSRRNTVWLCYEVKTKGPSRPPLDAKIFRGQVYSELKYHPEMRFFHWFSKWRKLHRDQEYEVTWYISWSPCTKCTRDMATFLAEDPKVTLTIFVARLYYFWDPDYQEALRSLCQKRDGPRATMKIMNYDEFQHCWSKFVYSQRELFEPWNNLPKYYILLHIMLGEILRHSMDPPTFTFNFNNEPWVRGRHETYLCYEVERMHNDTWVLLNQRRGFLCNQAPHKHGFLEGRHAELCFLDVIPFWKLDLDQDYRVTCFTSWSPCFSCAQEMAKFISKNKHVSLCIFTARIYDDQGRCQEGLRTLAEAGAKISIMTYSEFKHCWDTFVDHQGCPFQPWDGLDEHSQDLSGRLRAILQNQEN
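Read-out is eYFP fluorescence (Ex 488/Em 500-530) from Vif-expressing HeLa A3G-eYFP cells; more signal means A3G escaped Vif-mediated degradation. Cells plated overnight, compound pinned in, incubated overnight at 37 deg C.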
D1 potentiator = human D1 dopamine receptor positive modulation; P21728; HEK293 TREx D1 cells, calcium flux, dopamine EC20 potentiation; potentiation, % at 10 µM; actives 0.036% (n = 360,000); in the data active means potentiation above about 30%; further: 0% is about no effect
RXFP1 ag = activates the human relaxin receptor RXFP1; Q9HBX9; HEK293T-RXFP1 cAMP TR-FRET, 30 min; response scale: percent of porcine relaxin response, buffer zero; Potency, µM (top dose mostly 57.5 µM), for inactives: top-dose activation, actives largely listed as activators; actives 0.3% (n = 370,000); AID 2676; further: potency means the concentration at half of the fitted maximal effect; on the % scale 0 is the no-effect control and ±100 the full control effect; nearly all actives have a fitted effect of over 60% in size; many of its hits are not listed in these tables
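cAMP rise read by TR-FRET after 30 min, 37C compound exposure (up to 58 uM) in RXFP1-transfected HEK293 cells with Ro 20174 present. EC50 from Hill-equation fits, with 29 nM porcine relaxin as 100% and buffer as basal.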
LDHA inh = LDHA (human) enzyme inhibition; activity change, % (values are at about 110 or 230 µM); actives 0.15% (n = 480,000); P00338; purified LDHA, NADH/diaphorase-resazurin fluorescence; stronger effect = lower value; AID 1347041; in the data active means activity change below about -30%; inconclusive means mostly about -25% to -30%;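 further: plate controls were DMSO wells for no effect and wells without enzyme for full effect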
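Human LDH5 at 2 nM final in Tris HCl pH 7.4 with 0.06 mM NADH and 0.2 mM pyruvate, reacted 5 minutes at room temperature. Remaining NADH coupled via diaphorase/resazurin; resorufin fluorescence read at 0 and 20 minutes, normalized to enzyme-free and DMSO wells.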
D2 potentiator = positive allosteric modulators of human D2 dopamine receptor. HEK293 T-REx D2, calcium flux, EC20 dopamine potentiation. potentiation, % at 10 µM. actives 0.34% (n = 340,000);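 active means potentiation over 3 SD above the plate norm, cut at about 30% in these data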; further: 0% is about no effect
Target sequence (P14416 whole entry, looked up): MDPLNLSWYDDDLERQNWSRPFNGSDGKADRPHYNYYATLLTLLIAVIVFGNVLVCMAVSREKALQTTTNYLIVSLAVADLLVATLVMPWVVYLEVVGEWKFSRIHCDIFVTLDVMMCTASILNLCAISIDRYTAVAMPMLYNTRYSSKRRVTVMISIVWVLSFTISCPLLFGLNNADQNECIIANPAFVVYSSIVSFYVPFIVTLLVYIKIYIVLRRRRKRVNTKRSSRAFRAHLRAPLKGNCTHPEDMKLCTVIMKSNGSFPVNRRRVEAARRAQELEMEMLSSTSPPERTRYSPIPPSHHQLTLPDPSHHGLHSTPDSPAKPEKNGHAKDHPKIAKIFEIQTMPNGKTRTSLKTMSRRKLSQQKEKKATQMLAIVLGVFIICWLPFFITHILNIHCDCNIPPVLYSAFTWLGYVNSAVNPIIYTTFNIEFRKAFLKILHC
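Using a no-wash calcium dye in inducible, force-coupled HEK293 Trex cells expressing D2, we tracked fluorescence each second for 180 s after compound, then for 180 s after EC20 dopamine to detect augmented signalling.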
D1 ag = activates the human D1 dopamine receptor | activation, % at 2 µM | actives 1% (n = 360,000) | P21728 | HEK293 T-REx D1 cells, calcium flux, agonist mode; in the data active means activation above about 30%; further: 0% is about no effect
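Agonism was scored from calcium flux recorded over 180 s (1 read/s) after pintool compound addition, following a 10-cycle baseline. Cells were inducible force-coupled HEK293 TREx D1, plated overnight at 30 C and loaded with no-wash calcium dye.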
GRP78 ERSR act = inducers of ER stress response in human glioma cells. U87-MG GRP78 promoter luciferase reporter, 16 h. Potency, µM, for inactives: at the highest dose activation, usual class: activators. actives 0.02% (n = 420,000). AID 602332; further: potency means the concentration at half of the fitted maximal effect; series mostly up to about 76 µM; % of control where 0% means no effect; nearly all actives have a fitted effect of over 35% in size
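ERSR induction read as luciferase luminescence (Bright-Glo, 10 min at room temperature) in stably transfected human U87-MG glioma cells exposed to compounds for 16 h, using GRP78 as sensor.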
D1 antag = human D1 dopamine receptor antagonism; activity change, negative = inhibition, % at 10 µM; HEK293 TREx D1 cells, calcium flux, dopamine EC80; stronger effect = lower value; actives 3.2% (n = 360,000); AID 504652; in the data active means activity change below about -30%; further: on the % scale 0 is the no-effect control and ±100 the full control effect
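After overnight tetracycline induction at 30 C, force-coupled D1 HEK293 cells took up a no-wash calcium dye at room temperature. Compounds were added and monitored 180 s, and the response to EC80 dopamine was then recorded.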
Vif-A3F inh = blocks the Vif interaction with APOBEC3F. HeLa A3F-eYFP + Vif (tagged APOBEC3F with the HIV-1 protein that degrades it), YFP fluorescence increase. Potency, µM (titrated, usually from 46.1 µM), for inactives: at the highest dose activity, negative = active. actives 0.2% (n = 390,000). AID 602313; further: potency means the concentration at half of the fitted maximal effect; % of control where 0% means no effect; nearly all actives have a fitted effect of over 65% in size
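HeLa cells stably expressing A3F-eYFP plus Vif, plated and incubated overnight at 37 deg C, then exposed to compounds overnight at 37 deg C. Blocked degradation read as raised yellow fluorescence (Ex 488/Em 500-530).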
Starred values were filed as active, the others as inactive; ? = inconclusive; nt = not tested or not shown. Unless noted, the call rests on the fitted dose curve; in most records, active means well fitted curve in the direction sought with a large enough effect; inconclusive means small, poorly fitted or top-dose-only effect, or another doubt; inactive means no such curve, though single readings can be large; an effect the other way counts as inactive or inconclusive.

SMILES	Vif-A3G inh	D1 potentiator	RXFP1 ag	LDHA inh	D2 potentiator	D1 ag	GRP78 ERSR act	D1 antag	Vif-A3F inh
COC(=O)/C(=N\Nc1ccc(Cl)cc1)Sc1nnc(-c2ccc(OC)cc2)n1C	3%	-2	0.8%	-1	1	3	-1%	-4	-17%
Cc1c(C)c2ccc(OCc3ccc(C(=O)O)o3)c(C)c2oc1=O	0%	2	5.9%	-2	-5	3	-10%	0	-1%
O=C1C2C3C=CC(C4CC34)C2C(=O)N1Cc1ccccc1 (configuration not stated)	-10%	-9	0.3%	-3	-7	0	-1%	3	-3%
C=CCC[C@@H](Cc1ccc(F)cc1)C(=O)OC[C@@H](NC(=O)[C@@H](CC=C)CC(=O)N[C@@H](CO)Cc1ccccc1)C(C)(C)C	0%	nt	nt	6	nt	nt	-1%	nt	-2%
O=C1c2cc3c(cc2CCC1c1ccc2c(c1)OCO2)OCO3 (configuration not stated)	-5%	nt	nt	9	nt	nt	3%	nt	0%
CCOC(=O)c1ccc(NC(=O)CSc2nnc(CNc3ccc(C)cc3)n2C)cc1	3%	-4	-2.4%	3	-6	-1	-5%	7	-5%
COc1ccc(-c2cc3ccc(O)c(CN4CCC(C)CC4)c3oc2=O)cc1	2%	-2	30%	-5	nt	26	0%	0	2%
Cc1ccc2nc(Cc3ccc(N)cc3)[nH]c2c1	0%	-3	-0.7%	-5	0	-1	2%	-1	-3%
O=C(NCc1ccc2c(c1)OCO2)C1CC(=O)N(C2CCCCCC2)C1 (configuration not stated)	1%	-2	2.0%	-3	-13	0	-2%	6	-5%
CN1CCc2ccccc2C1C1CCNCC1 (configuration not stated)	1%	-1	-1.3%	1	-5	2	-5%	-13	-9%
O=[N+]([O-])c1ccc(O)c(/C=N/n2cnnc2)c1	0%	3	-0.1%	-11	-2	1	-4%	3	10%
Cc1cccc(CN2CCOCCS2(=O)=O)c1	1%	-10	0.0%	-4	7	1	-4%	-4	0%
Cc1ccc(OCCNC(=O)c2ccccc2OCc2c(C)noc2C)cc1	-6%	4	-0.5%	-12	7	1	-4%	-9	0%
CC(N1CCOC1=O)S(=O)(=O)c1ccccc1 (configuration not stated)	-1%	3	-1.0%	2	-1	3	-5%	6	0%
Oc1c(C(c2ccccc2)N2CCC3(CC2)OCCO3)sc2nc(-c3ccco3)nn12 (configuration not stated)	5%	0	2.3%	-7	1	-4	-2%	nt	1%
COc1ccc(OC)c(NC(=O)CSc2nc3ccccc3c(=O)n2CCC(=O)NC2CCCCC2)c1	0%	1	1.9%	0	8	1	-4%	2	-4%
O=S(=O)(c1ccccc1)N1CCN(Cc2ccccc2C(F)(F)F)CC1	1%	-10	1.6%	-13	-1	7	1%	-19	-1%
Cc1nc2c(nnn2Cc2ccccc2)c(=O)n1-c1ccccc1	2%	nt	0.2%	-1	nt	nt	-6%	nt	1%
Cn1c(=O)c([N+](=O)[O-])c(Cl)c2ccccc21	?	0	2.3%	-5	17	2	-14%	-22	-10%
Cc1cccc2c(=O)c(C(=O)NCCCN3CCOCC3)c[nH]c12	-1%	-6	1.7%	-7	-3	0	-1%	11	0%

Of the compounds above, these have a nitro group on carbon:
SMILES	Vif-A3G inh	D1 potentiator	RXFP1 ag	LDHA inh	D2 potentiator	D1 ag	GRP78 ERSR act	D1 antag	Vif-A3F inh
O=[N+]([O-])c1ccc(O)c(/C=N/n2cnnc2)c1	0%	3	-0.1%	-11	-2	1	-4%	3	10%
Cn1c(=O)c([N+](=O)[O-])c(Cl)c2ccccc21	?	0	2.3%	-5	17	2	-14%	-22	-10%

Following part:
SMILES	Vif-A3G inh	D1 potentiator	RXFP1 ag	LDHA inh	D2 potentiator	D1 ag	GRP78 ERSR act	D1 antag	Vif-A3F inh
Cc1ccc(NC(=O)CN(C)S(=O)(=O)c2cccc3nsnc23)cc1	0%	6	0.4%	-5	-5	1	-5%	-2	-4%
N#Cc1c2n(c(=S)n(-c3ccccn3)c1=O)CCCCC2	2%	-9	2.0%	-1	5	4	-2%	13	-15%
COc1ccccc1NC(=O)C(C)OC(=O)CCSc1ccc(F)cc1 (configuration not stated)	0%	-2	0.1%	-5	-5	2	-2%	-18	1%
CC1CCN(CCCNC(=O)c2cc3c(Cl)nc4ccccc4c3s2)CC1	6%	2	1.0%	-13	-41	4	3%	1	-6%
COc1ccc(/C=C2\SC(=S)N(c3cccnc3)C2=O)cc1	-1%	3	-0.9%	-7	-6	5	2%	8	-2%
CCCCOCCCNC(=O)N[C@@H](CCSC)C(=O)OC	1%	-6	0.7%	-8	9	1	-1%	0	-2%
CC1CCCN(c2ccc(C(=O)NCC3CCCO3)cn2)C1 (configuration not stated)	0%	0	0.1%	-4	-2	0	2%	8	-8%
O=C(CCc1nc2ccccc2c(=O)[nH]1)Nc1ccc(N2CCCCC2)cc1	-1%	-11	1.4%	-3	-3	6	-4%	2	-4%
Cc1cccc(Nc2nc(NCCCN3CCOCC3)nc(N)c2[N+](=O)[O-])c1	0%	11	-0.6%	-2	-2	0	-5%	15	-1%
C[C@@H]1NC(=O)[C@H](CCCN=C(N)N)NC(=O)c2cc([N+](=O)[O-])cc(I)c2OCC[C@@H](C(N)=O)NC1=O	nt	-2	4.2%	nt	0	-1	nt	-1	nt
O=C(COc1ccc2ccc(=O)oc2c1)Nc1cccc(S(=O)(=O)N2CCCCC2)c1	-3%	-10	6.4%	-24	0	11	-3%	-21	10%
Cc1ccccc1NC(=O)c1ccc(C)c(S(=O)(=O)NCc2cccnc2)c1	2%	16	-4.0%	-6	21	14	-3%	2	-6%
c1ccc(Oc2cccc(OCCCCN3CCCC3)c2)cc1	5%	-5	-0.2%	-8	nt	15	-3%	-8	-5%
Cc1ccc(-c2noc(CCC(=O)Nc3ccc(F)cc3Cl)n2)cc1	5%	-2	0.4%	-1	nt	13	-3%	4	4%
CC1CCN(CC(O)COCCOc2ccc(Br)cc2)CC1 (configuration not stated)	-1%	-6	0.1%	-10	-11	16	2%	-11	-2%
COc1cc(CC(=O)OCC(=O)NC2CCCCC2)cc(OC)c1OC	0%	5	2.7%	-11	7	-2	-1%	8	12%
Brc1ccc2[nH]c3c(NCc4ccccn4)ncnc3c2c1	-3%	-3	3.3%	0	-6	9	4%	-8	7%
CN1C2CCC1CC(NC(=O)CSc1ccc(C(C)(C)C)cc1)C2 (configuration not stated)	2%	-4	0.6%	-12	2	15	-4%	-17	2%
Cc1cc(NC2CCCCC2)nc(-c2ccccc2O)n1	-6%	7	2.6%	-14	-4	1	1%	10	-6%
O=C(Nc1ccc(Cl)cc1)C1C2CCCCC21 (configuration not stated)	-8%	-6	-0.1%	-2	9	5	1%	-22	-14%
COc1ccccc1CNS(=O)(=O)c1csc(C(N)=O)c1	-8%	-4	1.1%	-1	6	3	-3%	-2	-14%
O=C(CCN1CCN(c2ccccc2)CC1)Nc1ccccc1	3%	-4	0.3%	2	-27	-1	-2%	13	0%
Cc1ccc(C(=O)NNC2=Nc3cc([N+](=O)[O-])ccc3OC2)cc1	-2%	0	-1.2%	-11	-14	6	1%	-8	11%
O=[N+]([O-])c1ccc(Nc2ccccc2)c2nonc12	?	1	0.6%	-4	nt	18	-6%	-23	?
CCN(CC)C(=O)C1=C(C)N(Cc2ccc(F)cc2)C(=O)C(CC(=O)NCc2cccc3ccccc23)C1 (configuration not stated)	-1%	nt	nt	-10	nt	nt	-4%	nt	-12%
Cc1ccc(-c2nn(-c3ccc(F)cc3)cc2C(=O)NCCCN2CCCC2=O)cc1	0%	6	2.4%	-5	-1	1	-3%	2	-10%
COc1ccccc1NC(=S)NC(NC(=O)C(C)C)C(Cl)(Cl)Cl (configuration not stated)	-2%	1	0.4%	-13	-1	4	0%	-1	-14%

Fetched by compound from the list above (3):
SMILES	Vif-A3G inh	D1 potentiator	RXFP1 ag	LDHA inh	D2 potentiator	D1 ag	GRP78 ERSR act	D1 antag	Vif-A3F inh
COc1ccccc1NC(=S)NC(NC(=O)C(C)C)C(Cl)(Cl)Cl (configuration not stated)	-2%	1	0.4%	-13	-1	4	0%	-1	-14%
COc1ccccc1CNS(=O)(=O)c1csc(C(N)=O)c1	-8%	-4	1.1%	-1	6	3	-3%	-2	-14%
Cc1ccc(C(=O)NNC2=Nc3cc([N+](=O)[O-])ccc3OC2)cc1	-2%	0	-1.2%	-11	-14	6	1%	-8	11%

Not all compounds are listed; rates above refer to the full screens.
